Lamin A splicing: qHTS Assay for Modulators of Lamin A Splicing | HeLa LMNA splicing GFP/RFP minigene ratio, 48 h | Potency, µM (titrated, usually from 46.1 µM), without a hit: top-dose ratio change, negative = inhibition, hits mostly inhibitors | 200,000 compounds, 0.01% hits; active = well fitted inhibition curve with a large enough effect in the signal ratio, with a control signal flat, not every such curve was filed as active; inconclusive = small, poorly fitted or top-dose-only effect, or effect the other way, or a change in a side signal; the % refers to the signal ratio
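S3 HeLa stable clones carrying a lamin A-EGFP splicing minigene plus DsRed2 were seeded at 600 cells/well in Opti-MEM with 2% FBS, pin-dosed and incubated 48 h at 37°C. Acumen cytometry (488 nm) gave the GFP/RFP total-intensity ratio.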
Active calls of the source: *; ? = inconclusive; [ ] = another dose, or the depositor's remark. % is set by controls: 0 for no effect and ±100 for the full control effect; potency is the fitted concentration of half-maximal effect. Some of the compounds tested; rates above refer to the full screens.

compound	Lamin A splicing
CCOc1ccc(CCNC(=O)c2c(C)oc3ncn(CC(C)C)c(=O)c23)cc1	-3%[46 µM]
CCn1ccc2c(OCC(=O)Nc3ccc(OC)cc3OC)cccc2c1=O	0%[46 µM]
CCOc1ccc(NC(=O)NCCc2c(C)nn(C)c2C)cc1	7%[46 µM]
O=C(CSc1nc2ccccc2nc1Cc1ccc(Cl)cc1)N1CCCCC1	-23%[46 µM]
CCc1ccc(CNC(=O)CN2C(=O)CSc3c2c(C)nn3-c2ccccc2)cc1	?
COc1ccc(-c2nc3sc(CCNS(=O)(=O)c4c(C)cc(C)cc4C)c(C)n3n2)cc1	-14%[46 µM]
CCOc1ccc(NS(=O)(=O)c2ccc3[nH]c4c(c3c2)CCCCC4)cc1	?
CCc1cccc(C)c1NC(=O)CSc1n[nH]c(-c2ccccc2)n1	-3%[46 µM]
Cc1nn(-c2ccccc2)c2c1N(CC(=O)N1CCN(c3ccc(F)cc3)CC1)C(=O)CS2	7%[46 µM]
CCOc1ccccc1CNC(=O)Nc1cn(CC(C)C)c(=O)c2ccccc12	-12%[46 µM]
COc1ccc(-c2noc(COc3ccc(C)cc3C)n2)cc1OC	?
COc1ccc(Cn2c(CO)cnc2SCc2cccc(C)c2)cc1	-3%[46 µM]
CCOc1ccc(N2CC(NC(=O)c3ccc(S(=O)(=O)N4CCCC4)cc3)CC2=O)cc1 (stereo not given)	9%[46 µM]
Cc1ccc(-c2nc3sc(CCNC(=O)c4ccc(F)c(F)c4)c(C)n3n2)cc1	3%[46 µM]
CC(C)c1nn2c(=O)cc(COC(=O)c3cccs3)nc2s1	3%[46 µM]
COc1ccc(-c2ccc(=O)n(CC(=O)NCCc3ccccc3)n2)cc1	17%[46 µM]
O=C(Nc1cc(Cl)ccc1Cl)c1cc(S(=O)(=O)N2CCCc3ccccc32)ccc1F	?
Cn1c(=O)oc2cc(S(=O)(=O)CCC(=O)N3CCN(c4cccc(Cl)c4)CC3)ccc21	?
CCN1CCN(C(c2ccc(SC)cc2)c2c(O)cc(C)n(Cc3ccco3)c2=O)CC1 (stereo not given)	-10%[46 µM]
Cc1nn(-c2ccc(N3CCCCC3)nn2)c(C)c1CCC(=O)NCc1ccc(Cl)cc1	3%[46 µM]
COCCn1c(C)cc(O)c(C(c2ccccc2)N2CCN(C)CC2)c1=O (stereo not given)	17%[46 µM]
CCc1nn2c(=O)cc(COC(=O)CNC(=O)c3ccccc3)nc2s1	8%[46 µM]
Cc1cccc(-c2nc(CSCC(=O)N3CCN(c4cccc(C)c4C)CC3)c(C)o2)c1	-27%[46 µM]
CCOC(=O)c1c(C)oc2ncnc(Nc3ccc(OCC)cc3)c12	-1%[46 µM]
COc1cccc(-n2ccnc2SCC(=O)Nc2cccc(C)c2C)c1	-3%[46 µM]
COc1ccc(Br)cc1CNC(=O)CN1C(=O)CSc2ccc(S(=O)(=O)N3CCOCC3)cc21	?
CCc1nn2c(=O)cc(COC(=O)c3cccc(NC(=O)c4ccccc4Cl)c3)nc2s1	?
Cc1ccc(-n2nc(C(=O)N3CCN(c4cc(Cl)ccc4C)CC3)c(=O)n(C)c2=O)cc1	5%[46 µM]
COc1cccc(CNC(=O)Cn2c(=O)oc3cc(S(=O)(=O)N4CCCCCC4)ccc32)c1	9%[46 µM]
CCc1nnc(NC(=O)CSc2nc3c([nH]c4ccccc43)c(=O)n2-c2ccc(C)cc2)s1	-11%[46 µM]
Cc1ccccc1CS(=O)(=O)Cc1ccc(C(=O)NCCc2ccccc2)o1	11%[46 µM]
Cc1c(C(=O)Nc2ccc(Br)cc2F)oc2ccc(S(=O)(=O)N3CCCCC3)cc12	-17%[46 µM]
Cc1cnc2c(c1SCC(=O)NCc1ccc(F)cc1)c(=O)n(C)c(=O)n2C	18%[46 µM]
CCOC(=O)Cn1c(=O)n(CC2CCCO2)c2nc(-c3ccc(C)cc3)nc(C(N)=O)c21 (stereo not given)	-11%[46 µM]
Cc1cc(C)c(S(=O)(=O)NCC(c2ccco2)N2CCN(c3ccccc3)CC2)c(C)c1 (stereo not given)	0%[46 µM]
CCC(CC)C(=O)Nc1ccc(OCc2cc(=O)n3ccc(C)cc3n2)cc1	-17%[46 µM]
CCCCNC(=O)c1cnn2c(C)c(Cc3c(F)cccc3Cl)c(C)nc12	26%[46 µM]
CCCCN(C)S(=O)(=O)c1ccc(C(=O)Nc2sc3c(c2C(=O)OCC)CCN(C(C)C)C3)cc1	-14%[46 µM]
Cc1ccc(-n2nc(C)c3c(C)cc(=O)n(CC(=O)Nc4ccc(C(C)C)cc4)c32)cc1	0%[46 µM]
CCOC(=O)c1cc(-c2ccccc2)n(-c2cccc(C(=O)NC(C)(C)C)c2)c1C	?
CCOC(=O)CSC1=Nc2ccccc2C2=NC(CCC(=O)NCc3ccc(OC)cc3)C(=O)N12 (stereo not given)	4%[46 µM]
COc1cccc(Cn2c(CNC(=O)C(C)C)nc3cccnc32)c1	-12%[46 µM]
Cc1ccc(C)c(-c2nc(Cn3c(=O)cc(-c4ccccc4)c4c(C)nn(C)c43)c(C)o2)c1	-11%[46 µM]
COc1cc(Nc2ncc3c(n2)CCN(Cc2cccc(C)c2)C3)cc(OC)c1	2%[46 µM]
CC(=O)c1ccc(NC(=O)C2CCCN(S(=O)(=O)c3cn(C)cn3)C2)cc1 (stereo not given)	-11%[46 µM]
CC(C)NC(=O)C1CCCN(c2ncnc3onc(-c4ccc(F)cc4)c23)C1 (stereo not given)	-2%[46 µM]
Cc1cccc(-n2ncc(C(=O)Nc3ccc4c(c3)OCO4)c2C2CCN(C(=O)OC(C)(C)C)CC2)c1	?
COc1ccc(N2CCN(C(=O)c3cnc(N4CCOCC4)c4ccccc34)CC2)cc1	-2%[46 µM]
CCc1nc2ccc(C(=O)N3CCN(c4cc(C)ccc4C)CC3)cc2nc1CC	-17%[46 µM]
COc1ccc(CCNc2ncnc3c2c(-c2ccccc2)cn3-c2ccc(Cl)cc2)cc1OC	?
Cc1ccc(-c2nc3nc(C)cc(Nc4ccccc4O)n3n2)cc1	17%[46 µM]
Cc1cccc(C(=O)NCC(=O)OCc2cc(=O)n3nc(C4CC4)sc3n2)c1	7%[46 µM]
CCOc1ccc2nc(N(Cc3cccnc3)C(=O)C3CCCCC3)sc2c1	-19%[46 µM]
Cc1oc2c(c1C(=O)Nc1ccccc1Br)C1=NCCN1C=N2	9%[46 µM]
CC(=O)N1CCCc2cc(S(=O)(=O)N3CCCC(C(=O)N4CCN(c5ccccc5F)CC4)C3)ccc21 (stereo not given)	-1%[46 µM]
O=C(CSc1nc2c([nH]c3ccccc32)c(=O)n1-c1cccc(C(F)(F)F)c1)N1CCc2ccccc21	?
Cc1ccccc1Cc1c(C)nc2nc(SCC(=O)N(C)c3ccccc3)nn2c1C	2%[46 µM]
COC(=O)c1ccccc1NC(=O)c1sc2nc(C)cc(C)c2c1NC(=O)c1ccccc1OC	18%[46 µM]
Cc1nn(C)c2c1c(-c1ccccc1)cc(=O)n2CC(=O)Nc1ccccc1C(F)(F)F	?
O=C(NCCc1ccccc1)C(=O)NCC(c1ccco1)S(=O)(=O)c1cccs1 (stereo not given)	-3%[46 µM]

Looked up above:
Lamin A splicing, COc1cccc(-n2ccnc2SCC(=O)Nc2cccc(C)c2C)c1 = -3%[46 µM]
Lamin A splicing, Cc1c(C(=O)Nc2ccc(Br)cc2F)oc2ccc(S(=O)(=O)N3CCCCC3)cc12 = -17%[46 µM]

The results go on:
compound	Lamin A splicing
O=S(=O)(Nc1cccc(-c2ccc(N3CCCC3)nn2)c1)c1ccccc1C(F)(F)F	10%[46 µM]
CCOc1ccc(OCC(=O)Nc2nnc3n2CCS3)cc1	18%[46 µM]
Cc1ccc(NC(=O)CN2C(=O)CCc3cc(S(=O)(=O)N4CCOCC4)ccc32)cc1N(C)C	3%[46 µM]
Cc1nn(C(=O)c2ccccc2F)c(C)c1S(=O)(=O)N1CCOCC1	-12%[46 µM]
CCN(CC)C(=O)c1sc2c(c1C)c(=O)n(-c1ccc(OC)cc1OC)c(=O)n2CC(=O)Nc1ccccc1	-15%[46 µM]
CCOc1ccc(S(=O)(=O)NCCc2csc3nc(-c4ccc(F)cc4)nn23)cc1	0%[46 µM]
CCCCNC(=O)C(CC)Sc1nc2ccccc2c(=O)n1Cc1ccco1 (stereo not given)	5%[46 µM]
CCCCNC(=O)c1cnc2c(-c3ccc(OCC)c(OCC)c3)c(C)nn2c1-c1ccccc1	-8%[46 µM]
CCOc1ccc(CNC(=O)c2ccc3nc(Cc4ccc(OC)cc4)oc3c2)cc1OC	?
CCOc1ccc(Cn2c(CNS(=O)(=O)c3ccc(C(C)(C)C)cc3)nc3cccnc32)cc1	-21%[46 µM]
CCn1ccc2cc(S(=O)(=O)N3CCC(C(=O)NCc4ccc(OC(C)C)cc4)CC3)ccc21	-14%[46 µM]
Cc1ccc(NC(=O)CSc2ncccc2C(=O)Oc2ccccc2Cl)cc1Cl	-16%[46 µM]
Cc1ccc(CNC(=O)CSc2c(C(C)C)cnc3c2c(=O)n(C)c(=O)n3C)cc1	15%[46 µM]
Cc1cccn2c(=O)c(C(=O)N3CCN(c4ccccc4)CC3)cnc12	-3%[46 µM]
CCC(C)NC(=O)CCC(=O)N1Cc2ccccc2Oc2ncccc21 (stereo not given)	?
Cn1ncc(C(=O)N2CCN(c3ccccc3)CC2)c1C1CCN(C(=O)OC(C)(C)C)CC1	-9%[46 µM]
CCC(C)NC(=O)CCCN1C(=O)CCn2nc(-c3cccn3C)cc21 (stereo not given)	8%[46 µM]
Cc1nn(CC(=O)NCc2ccc(N(C)C)cc2)c(=O)c2c(C)n(-c3ccc(Cl)cc3)nc12	-13%[46 µM]
CCOc1ccccc1NS(=O)(=O)c1cnc(N)nc1	2%[46 µM]
O=C(NCCc1csc2nc(-c3ccccc3F)nn12)c1ccco1	10%[46 µM]
CCc1ccccc1NC(=O)CSc1nnc(-c2ccc(OC)cc2)s1	7%[46 µM]
COc1ccc(CCC(=O)N2CCc3c([nH]c4ccccc34)C2c2ccc(F)cc2)cc1 (stereo not given)	?
COc1cc(C2C(=O)N(C3CCCCCC3)CC(=O)N2CCC2=CCCCC2)ccc1OC(C)C (stereo not given)	?
O=C(Cn1cnc2onc(-c3ccc(F)cc3)c2c1=O)N1CCN(c2ccc(F)cc2)CC1	5%[46 µM]
CCOc1ccc(CC(=O)NCc2ccc3c(c2)CCN3C(=O)c2ccccc2)cc1OCC	9%[46 µM]
CCOc1ccc(NC(=O)c2cc(S(=O)(=O)N3CCC(C)CC3)cn2C)cc1	?
Cc1ccc(Cn2c(CNC(=O)CCc3ccccc3)nc3cccnc32)cc1	-4%[46 µM]
Cc1nnc(SCc2cc(=O)n3cccc(C)c3n2)s1	?
CC(C)(C)c1cc(C(C)(C)C)c2oc(=O)c(-c3nc4ccccc4[nH]3)cc2c1	?
CCOC(=O)c1cc(-c2ccccc2)n(CCC(=O)Nc2ccc(C)cc2Cl)c1C	?
CCC1CCCCN1CCCNC(=O)CN1C(=O)CSc2ccc(S(=O)(=O)N3CCC(C)CC3)cc21 (stereo not given)	?
Cn1c(=O)c2c(nc(Oc3ccc(F)cc3)n2Cc2ccc(F)cc2)n(C)c1=O	1%[46 µM]
O=S1(=O)c2ccccc2N(Cc2ccc(Cl)cc2F)c2ccccc21	6%[46 µM]
CCc1ccc(CNC(=O)CCN2C(=O)COc3ccccc32)cc1	16%[46 µM]
CCCC(=O)C1=C(c2ccc(C)cc2)N(C(=O)CCC)n2cnnc2S1	?
CCOC(=O)CSc1nc2cc3c(cc2c(=O)n1Cc1ccc(C(=O)NCCc2ccc(OC)c(OC)c2)cc1)OCO3	2%[46 µM]
CCC(=O)OCc1cc(=O)n2nc(C3CC3)sc2n1	8%[46 µM]
CCc1ccccc1NC(=O)N1CCN(C(=O)c2nsc3ccccc23)CC1	-10%[46 µM]
COc1cccc(Cn2c(=O)n(CC3CCC(C(=O)N4CCOCC4)CC3)c(=O)c3sccc32)c1 (stereo not given)	-4%[46 µM]
COc1cc(NC(=O)C2CCN(S(=O)(=O)c3c(C)noc3/C=C/c3c(C)cc(C)cc3C)CC2)cc(OC)c1	11%[46 µM]
COc1cccc(NC(=O)c2ccc3nc(CCc4ccccc4)oc3c2)c1	-2%[46 µM]
COc1cccc(-c2noc(C3CC(=O)N(c4ccc(F)cc4)C3)n2)c1OC (stereo not given)	12%[46 µM]

Some of the entries so far, as labelled records.
> CCC(=O)OCc1cc(=O)n2nc(C3CC3)sc2n1
  Lamin A splicing: 8%[46 µM]
> CCc1ccccc1NC(=O)N1CCN(C(=O)c2nsc3ccccc23)CC1
  Lamin A splicing: -10%[46 µM]
> COc1cccc(Cn2c(=O)n(CC3CCC(C(=O)N4CCOCC4)CC3)c(=O)c3sccc32)c1 (stereo not given)
  Lamin A splicing: -4%[46 µM]
> COc1cc(NC(=O)C2CCN(S(=O)(=O)c3c(C)noc3/C=C/c3c(C)cc(C)cc3C)CC2)cc(OC)c1
  Lamin A splicing: 11%[46 µM]

Screening data: PubChem BioAssay, National Center for Advancing Translational Sciences (NCATS)
